CHO parental Ca: counter-screen for OX1R antagonists: effect in parental CHO cells; parental CHO-K1, ATP-induced calcium, Fluo-8 fluorescence; inhibition, % at 5.6 µM; actives 0.63% (n = 330,000);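 active = inhibition above that plate's mean sample inhibition plus 3 SD, cut at about 26% in these data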;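 note: 0% = ATP-challenged DMSO wells and 100% = DMSO wells without ATP; some compounds past the cut are filed as inactive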
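test system = CHO parental line | reagent = ATP stimulus | measured by = intracellular calcium via Fluo-8 no-wash fluorescent dye | control set = ATP and no-ATP DMSO wells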
CHRM1 agonist: agonists of human M1 muscarinic receptor. P11229. CHO-K1 hM1, Fluo-8 calcium fluorescence, agonist mode; 0% DMSO, 100% acetylcholine EC100. activation, % at 3 µM. AID 588814. actives 0.33% (n = 360,000);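 active = activation above the run's mean compound activation plus 3 SD, cut at about 16% in these data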;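 note: peak over basal fluorescence ratio within a 140 s kinetic read after compound addition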
Target sequence (P11229 whole entry, looked up): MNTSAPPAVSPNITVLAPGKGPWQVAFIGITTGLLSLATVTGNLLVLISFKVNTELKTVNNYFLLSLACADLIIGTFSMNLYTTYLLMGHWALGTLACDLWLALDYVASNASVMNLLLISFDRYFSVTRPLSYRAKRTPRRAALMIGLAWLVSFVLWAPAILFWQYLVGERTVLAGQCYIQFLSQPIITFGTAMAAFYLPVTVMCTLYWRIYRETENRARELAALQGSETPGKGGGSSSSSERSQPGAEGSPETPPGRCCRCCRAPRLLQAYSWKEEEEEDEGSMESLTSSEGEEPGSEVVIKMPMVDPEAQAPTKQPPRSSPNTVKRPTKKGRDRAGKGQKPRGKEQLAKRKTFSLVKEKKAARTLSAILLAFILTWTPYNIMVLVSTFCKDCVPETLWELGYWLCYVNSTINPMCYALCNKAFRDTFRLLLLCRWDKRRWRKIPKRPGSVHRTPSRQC
OXTR potentiate: potentiates the human oxytocin receptor response; P30559; CHO-OTR cells, Fluo-8 calcium fluorescence, potentiator mode; 0% = oxytocin EC15, 100% = EC100; activation, % at 3 µM; actives 0.061% (n = 320,000); AID 2445;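 active = activation above that plate's cutoff, the mean activation of tested compounds plus 3 SD, cut at about 6.6% in these data, passing the limit was not always enough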;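 note: 100% uses oxytocin at 75 nM as the full agonist control; some results filed as inactive read as strong as hits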
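Assay system: CHO cell line stably expressing human OTR | Also added: Oxytocin at about EC15, sub-maximal agonist stimulus | Times: Compound 6 min at room temperature before oxytocin, 100 s read | Measured by: Fluo-8 intracellular calcium fluorescence, ex 470-495, em 515-575 nm | Controls: EC15 oxytocin alone as 0%, 75 nM oxytocin as 100%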
M1 ag parental: M1 agonist counterscreen hit in parental CHO-K1 cells; Fluo-8 calcium fluorescence; scaled to maximal ATP response, vehicle zero; AID 602248; actives 0.48% (n = 360,000); activation, % at 3 µM; in the data active = activation above about 15%;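 note: untransfected CHO-K1 host cells lacking M1 receptor as counterscreen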
TAAR1 agonist: agonists of human TAAR1; Q96RJ0; CHO RD-HGA16 TAAR1, Fluo-8 calcium fluorescence; vehicle wells 0%, saturating PEA agonist 100%; activation, % at 3 µM; actives 0.99% (n = 360,000); AID 624467;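 active = activation above the mean activation of all test compounds in the run plus 3 SD, cut at about 38% in these data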
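Test system: RD-HGA16 (CHO) cells co-expressing Gα16 and hTAAR1; dosing: one-point dosing at 3 µM (nominal); timing: 17-24 h seeding, 75 min 37 °C dye, 30 min RT; signal: kinetic Fluo-8 calcium fluorescence; read-out basis: % activation relative to PEA EC100 response; controls: DMSO and PEA EC100; replicates: n 1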
TAAR1 antagonist: antagonists of human TAAR1. Q96RJ0. CHO RD-HGA16 TAAR1, Fluo-8 calcium fluorescence, antagonist. inhibition, % at 3 µM. actives 1.5% (n = 360,000);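 active = inhibition above a per-plate cutoff, the mean inhibition of test compounds on that plate plus 3 SD, cut at about 49% in these data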;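 note: 0% = DMSO plus EC80 beta-PEA response and 100% = DMSO alone without agonist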
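Assay system: CHO-derived RD-HGA16 cells stably expressing human TAAR1 plus Gα16. Timing: 140 s kinetic read after compound, 140 s after agonist. Technique: kinetic Fluo-8 calcium fluorescence measurement. Measure: % inhibition of agonist calcium response.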
CHO-K1 Ca antag: M1 antagonist counterscreen hit in parental CHO-K1 cells | AID 602250 | ATP-induced calcium, Fluo-8 fluorescence | inhibition, % at 3 µM | actives 0.6% (n = 360,000);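 active = inhibition above a per-plate cutoff, the plate's mean sample inhibition plus 3 SD, cut at about 24% in these data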;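 note: 0% = DMSO plus EC80 ATP and 100% = DMSO alone without ATP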
V1aR counter: counter-screen for oxytocin receptor agonists: human V1a receptor agonists | P37288 | CHO-V1R cells, Fluo-8 calcium fluorescence, agonist mode; 0% DMSO, 100% 3 nM vasopressin | activation, % at 3 µM | actives 0.25% (n = 320,000) | AID 2797;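 active = activation above the mean activation of all tested compounds plus 3 SD, per screening run, cut at about 20% in these data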;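 note: signal is peak over basal fluorescence ratio across a 100 second FLIPR read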
Target sequence (P37288 whole entry, looked up): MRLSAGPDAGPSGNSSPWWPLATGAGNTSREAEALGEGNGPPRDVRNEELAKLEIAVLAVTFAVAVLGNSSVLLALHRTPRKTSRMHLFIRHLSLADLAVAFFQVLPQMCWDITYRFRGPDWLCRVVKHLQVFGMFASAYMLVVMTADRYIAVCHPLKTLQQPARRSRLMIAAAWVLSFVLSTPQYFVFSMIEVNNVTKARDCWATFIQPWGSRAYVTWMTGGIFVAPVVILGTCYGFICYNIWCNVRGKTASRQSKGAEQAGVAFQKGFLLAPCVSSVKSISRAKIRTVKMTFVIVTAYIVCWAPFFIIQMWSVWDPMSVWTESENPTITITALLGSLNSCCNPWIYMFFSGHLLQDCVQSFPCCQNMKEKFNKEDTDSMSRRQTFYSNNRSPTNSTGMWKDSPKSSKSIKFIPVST
CHO-K1 Ca PAM: counter-screen for M1 PAMs: effect in parental CHO-K1 cells | ATP EC20, Fluo-8 calcium fluorescence; 0% at ATP EC20, 100% at ATP max | activation, % at 3 µM | actives 0.02% (n = 360,000) | AID 602247;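 active = activation above the run cutoff, the mean activation of all test compounds plus 3 SD, cut at about 40% in these data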;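 note: peak over basal fluorescence ratio in a 140 s read after ATP addition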
* = called active by the depositor; nt = not tested or not shown.

The line under a structure holds: CHO parental Ca	CHRM1 agonist	OXTR potentiate	M1 ag parental	TAAR1 agonist	TAAR1 antagonist	CHO-K1 Ca antag	V1aR counter	CHO-K1 Ca PAM
(1) CCc1c(N=O)c(-c2ccccc2)n(O)[n+]1[O-]
  nt	-1.3	nt	0.5	-0.5	-15.8	-11.4	nt	16.3
(2) O=C(O)C1C(c2ccccc2)=C1c1ccc(Br)cc1 (configuration not stated)
  nt	-5.5	nt	-0.5	-1.2	-10.4	0.2	nt	3.0
(3) O=C(CSC1=NCCS1)c1ccc(Cl)cc1
  -18.6	-7.4	-11.3	0.5	0.5	-6.8	2.6	-0.1	12.8
(4) CCCCCC(=O)Nc1nc(C)c(-c2csc(Nc3ccc(Cl)cc3)n2)s1
  -23.7	-5.7	-11.1	0.2	1.9	5.3	-10.7	-0.6	6.1
(5) O=C(CSc1ncccn1)N1CCCc2ccccc21
  -5.0	-3.3	-1.6	0.3	1.6	-9.3	-2.7	0.7	-4.2
(6) O=C(c1ccco1)N1CCN(C(=O)c2cc3c(=O)oc4ccccc4c3s2)CC1
  -7.1	-4.3	-7.5	0.6	nt	nt	-0.6	1.0	23.8
(7) COc1cccc(COC(=O)C2CCN(S(=O)(=O)c3ccc(F)cc3)CC2)c1OC
  nt	-1.4	nt	2.7	1.4	5.1	-9.7	nt	5.9
(8) COc1ccc2nc(NC(=O)C3CCCO3)sc2c1 (configuration not stated)
  -12.3	-1.7	-9.3	1.3	2.0	-0.4	-6.5	-0.2	3.2
(9) O=C(NN1CC(=O)N(c2cc(Cl)cc(Cl)c2)CC1=O)c1sccc1Cl
  -7.5	-4.2	-0.1	12.7	2.9	-21.1	4.8	-1.9	6.5
(10) C#CCOCCOCCOCCNc1nc(N2CCN(C(=O)CCCCCCCCCCNC(=O)Cn3cc(CCCCCN)nn3)CC2)nc(N2CCN(C(=O)CCCCCCCCCCNC(=O)[C@@H]([C@H](C)O)n3cc(C)nn3)CC2)n1
  -8.0	6.1	-7.5	4.1	nt	nt	-1.7	19.7	-2.1
(11) CCOC(=O)c1c(C)n(C)c2ccc(OC(C)=O)cc12
  -11.3	-2.7	-2.5	4.8	4.9	4.1	1.1	-0.7	9.8
(12) CCOc1ccc(/C=C/C(=O)NCc2ccccc2)cc1
  -17.3	-7.7	-2.9	0.8	-0.9	-18.2	-13.3	-0.6	24.3
(13) Cc1ccc(C(=O)CC(C(=O)O)c2cn(CCC#N)c3ccccc23)cc1 (configuration not stated)
  -5.5	-3.1	-6.0	0.5	1.1	-9.2	0.9	0.1	6.6
(14) Cc1cc(-c2cc(-c3ccc(Cl)cc3)nc(N)c2C#N)co1
  -8.2	1.5	-2.9	0.6	3.1	39.7	-6.4	0.1	18.3
(15) S=c1[nH]nc(-c2cc(-c3ccccn3)nc3ccccc23)o1
  -6.9	-2.3	12.8	1.6	5.2	-4.8	6.5	-0.8	5.0
(16) c1ccc(Sc2ncnc3c2oc2ccccc23)nc1
  -6.8	-3.4	-2.5	0.1	7.2	-2.5	-1.0	0.1	-5.5
(17) O=[N+]([O-])c1ccc(Oc2cccc3cccnc23)c([N+](=O)[O-])c1
  -17.1	-0.8	-1.7	1.8	-0.3	19.7	2.1	6.5	9.9
(18) COc1ccc(C(CCc2cc(OC)c(OC)c(OC)c2)NC(C)=O)cc1 (configuration not stated)
  nt	-2.4	nt	1.4	0.2	9.4	-10.6	nt	-11.6
(19) CCN(Cc1ccccc1)C(c1cc2cc(C)ccc2[nH]c1=O)c1nnnn1CCOC (configuration not stated)
  -13.6	-4.0	-14.4	0.7	8.8	4.0	-10.3	-0.8	22.8
(20) O=C(C[n+]1cc[nH]c1)c1ccc(Cl)cc1
  nt	-5.0	nt	0.5	-0.3	-5.2	5.5	nt	-1.8
(21) COC(=O)[C@@H](NC(=O)NCc1ccco1)C(C)C
  -5.5	-2.3	2.5	0.9	4.0	-4.7	-46.3	1.0	19.2
(22) CC(C(=O)NC1CCCC1)N(C(=O)c1snc(C(N)=O)c1N)c1ccc2c(c1)OCCO2 (configuration not stated)
  0.9	0.2	-0.2	1.0	9.7	-12.1	-10.9	-1.5	21.0
(23) COc1cc(OC)cc(C(=O)N2CCN(C(=O)c3cccc(F)c3)CC2)c1
  -5.2	-1.5	-6.6	-0.1	7.1	4.2	0.4	0.5	1.0
(24) CSCCC(NC(=O)OCc1ccccc1)C(=O)NCc1cccnc1 (configuration not stated)
  nt	-3.7	nt	0.6	6.7	-10.6	-14.4	nt	23.4
(25) O=S(=O)(c1cccc2cccnc12)N1CCOCC1
  -5.8	-2.9	-5.2	0.2	10.4	11.6	-2.2	0.9	11.6
(26) CCNC(=O)COc1ccc(S(=O)(=O)Nc2ccccc2)cc1
  -5.9	-3.9	-2.6	0.9	nt	nt	0.3	0.5	3.9
(27) COc1ccc(NC(=O)O/N=C/c2ccc(N(C)C)cc2)cc1
  0.4	-3.0	-1.6	1.4	-1.1	1.9	-10.1	1.1	19.4
(28) COC(=O)C1=C(NC(=O)c2ccc(C)c(C)c2)CCS1
  -6.5	-3.9	-6.8	0.8	5.3	8.5	-23.0	-0.9	24.9
(29) Cc1cccc(NC(=O)Cn2cc(C=O)c3ccccc32)c1
  -3.3	2.5	-16.2	14.6	10.1	3.0	-0.8	13.5	7.0
(30) Cc1ccc(C)c(NC2=NS(=O)(=O)c3ccccc32)c1
  -14.4	-3.8	-3.5	1.4	5.8	0.6	-15.3	1.0	18.6
(31) CC(C)C(CCN1C(=O)c2ccccc2C1=O)c1ccco1 (configuration not stated)
  -35.8	-7.2	1.5	0.2	3.4	11.1	-1.2	-0.3	11.8
(32) O=C(N1CCCC1)C12CC3CCC(CC(C3)C1)C2
  11.3	-4.4	-2.6	0.2	24.1	-16.9	-0.9	-1.4	-18.2
(33) COc1ccc(-c2nn(CCC(=O)O)cc2CCC(=O)O)cc1
  -17.6	-1.2	-14.2	0.0	6.7	-11.6	-6.1	0.3	5.5
(34) O=C(NN1C(=O)c2ccccc2C1=O)C1CCCCC1
  -0.5	-2.9	-16.6	0.3	7.9	0.2	-16.2	0.1	19.8
(35) Clc1ccc2nc(CSCc3ccccc3)cn2c1
  -0.4	-11.9	-11.4	0.3	2.9	2.6	-11.5	-1.3	30.3
(36) CC(CCc1ccccc1)NC(=O)c1ccccc1Cl (configuration not stated)
  -11.3	-0.6	-5.5	0.8	-0.5	2.2	-8.4	-0.4	17.4
(37) O=C(NCCCCc1ccccc1)Nc1ccc(F)cc1F
  2.1	2.7	-9.9	-0.2	-0.7	-19.4	0.1	2.1	6.9
(38) C=CCNC(=O)C(C)N1C(=O)c2ccccc2C1=O (configuration not stated)
  13.0	1.5	-16.3	0.2	4.8	-1.4	-4.3	1.6	-16.9
(39) CCc1ccc2oc(C(=O)Nc3cccnc3)c(C)c2c1
  -19.4	-1.7	-8.9	2.0	nt	nt	-6.6	0.6	16.4
(40) Nc1cccc2cc(S(=O)(=O)O)ccc12
  nt	-0.7	nt	2.6	1.1	-5.4	-13.6	nt	7.3

Profiles, quoted from the list. Order of screens: CHO parental Ca, CHRM1 agonist, OXTR potentiate, M1 ag parental, TAAR1 agonist, TAAR1 antagonist, CHO-K1 Ca antag, V1aR counter, CHO-K1 Ca PAM
Entry for `O=C(NN1C(=O)c2ccccc2C1=O)C1CCCCC1` → -0.5, -2.9, -16.6, 0.3, 7.9, 0.2, -16.2, 0.1, 19.8
Entry for `CC(C)C(CCN1C(=O)c2ccccc2C1=O)c1ccco1` (configuration not stated) → -35.8, -7.2, 1.5, 0.2, 3.4, 11.1, -1.2, -0.3, 11.8

Returning to the listing, starting 3 compounds before the break.
| cpd | canonical_smiles | CHO parental Ca | CHRM1 agonist | OXTR potentiate | M1 ag parental | TAAR1 agonist | TAAR1 antagonist | CHO-K1 Ca antag | V1aR counter | CHO-K1 Ca PAM |
| --- | --- | --- | --- | --- | --- | --- | --- | --- | --- | --- |
| 38 | C=CCNC(=O)C(C)N1C(=O)c2ccccc2C1=O (configuration not stated) | 13.0 | 1.5 | -16.3 | 0.2 | 4.8 | -1.4 | -4.3 | 1.6 | -16.9 |
| 39 | CCc1ccc2oc(C(=O)Nc3cccnc3)c(C)c2c1 | -19.4 | -1.7 | -8.9 | 2.0 | nt | nt | -6.6 | 0.6 | 16.4 |
| 40 | Nc1cccc2cc(S(=O)(=O)O)ccc12 | nt | -0.7 | nt | 2.6 | 1.1 | -5.4 | -13.6 | nt | 7.3 |
| 41 | COc1ccc(C(=O)OC2CCN(c3ncc(C(F)(F)F)cc3Cl)CC2)cc1 | -2.9 | -3.2 | -15.5 | -0.2 | 1.8 | -5.3 | 7.8 | 1.2 | -5.3 |
| 42 | CCN(CC)S(=O)(=O)c1ccc2oc(Nc3ccc4c(c3)OCCO4)nc2c1 | -0.1 | -2.6 | -13.7 | 0.8 | 4.7 | 27.1 | -2.8 | -1.5 | 8.5 |
| 43 | CCOc1ccc(C(CC(=O)O)NC(=O)c2cccs2)cc1OC (configuration not stated) | 5.0 | -1.5 | -5.9 | 0.9 | 2.0 | -15.5 | -21.2 | -0.6 | 18.4 |
| 44 | CC(=O)c1c(C)n(-c2ccc(C)cc2)c2ccc(O)cc12 | 81.6* | -3.6 | -7.4 | 1.1 | 5.1 | 24.4 | -10.3 | -0.3 | 22.6 |
| 45 | O=C(CCc1nnc(-c2ccccc2)o1)NCC1CCN(C2CCCC2)CC1 | -9.4 | 5.1 | -2.9 | 7.3 | 1.0 | 4.4 | 3.5 | -0.3 | -6.3 |
| 46 | CN(C)CCCN(C(=O)c1ccc2c(c1)CCCC2)c1nc2ccc(Cl)cc2s1 | 10.6 | -2.0 | -5.8 | 2.1 | 33.9 | 27.5 | 1.3 | 8.0 | 1.2 |
| 47 | CC1CN(C(=O)COC(=O)CSc2ccc([N+](=O)[O-])cc2)CC(C)O1 (configuration not stated) | nt | -2.5 | nt | -0.1 | -0.7 | -28.1 | -4.9 | nt | 8.5 |
| 48 | CCOCCc1nnc(NC(=O)c2cc(OC)c(OC)cc2[N+](=O)[O-])s1 | -15.6 | -2.4 | -1.9 | 12.9 | -0.7 | 7.7 | 5.5 | -0.8 | -4.9 |
| 49 | Cn1c(SCC(=O)c2ccccc2)nnc1-c1cccs1 | -15.6 | -5.3 | -6.5 | 0.3 | 0.7 | -3.3 | 3.9 | -0.6 | 4.1 |
| 50 | CCC(Nc1ccc(OC)cc1)C(=O)N/N=C/c1ccc([N+](=O)[O-])cc1 (configuration not stated) | -9.1 | -8.4 | -6.0 | 0.3 | -0.9 | -11.6 | -4.1 | 0.3 | 17.0 |
| 51 | CC1CCCCN1CCCNC(=O)c1nn(C)c2c1CS(=O)(=O)c1ccccc1-2 (configuration not stated) | -12.9 | -4.8 | -0.8 | 0.6 | 4.9 | -22.5 | -15.5 | 0.7 | 8.3 |

A few values from the list.
Under CHO-K1 Ca antag, entry 14 has the entry -6.4
Under M1 ag parental, entry 51 has the entry 0.6
